Source: PubChem BioAssay
Pf Dd2 growth – inhibitors of Plasmodium falciparum Dd2 growth; P. falciparum Dd2 growth, SYBR Green, 72 h; Potency, µM (titrated, usually from 28.9 µM), for inactives: top-dose activity, negative = inhibition, hits mostly inhibitors; 4.3% of 120,000 active; AID 1347417; active = well fitted inhibition curve with a large enough effect; inconclusive = small, poorly fitted or top-dose-only effect; inactive = no such curve, though single readings can be large or run the other way;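 also: plate controls were DMSO vehicle for no effect and reference drug for full effect; nearly all actives have a fitted effect of over 65% in size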
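Readout: SYBR Green fluorescence, 485 nm excitation, 535 nm emission, after ~16 h lysis at 37C. Before that, Dd2-infected red cells (2.5% hematocrit) grew 72 h with compound, 29 uM top final concentration.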
An asterisk follows results filed as active; i = inactive; ? = inconclusive; [ ] = another dose, or the depositor's remark. Potency is read from the fitted curve at half-maximal effect. A portion of the library (hit frequency here may not be typical).

smiles | Pf Dd2 growth
Fc1cccc(Cc2noc(-c3nc(-c4ccccc4F)no3)n2)c1 | -9.0%
O=C(NCCN1CCCCC1)c1ccc(Cn2c(SCc3ccc(F)cc3)nc3cccnc32)cc1 | 7.08µM*
O=C([C@H]1CCC[C@H](O)C1)N1CCN(Cc2ccc(C(F)(F)F)cc2)CC1 | -10.7%
Cc1ccc(NC(=O)CN2C(=O)NC(c3ccc(Cl)cc3)C3=C2COC3=O)cc1 (stereo not given) | i
CC(C)Cc1noc(-c2ccc(N3CCCC(C(C)(C)O)C3)nc2)n1 (stereo not given) | -10.7%
CC1(C)C[C@H](NC(=O)c2ccccc2)[C@@]2(CCC(=O)NCc3cccnc3)CC[C@](C)(O)C[C@@H]12 | -11.8%
CC(C)(C)C1CCc2c(sc(NC(=O)c3cc4ccccc4c(=O)o3)c2C(N)=O)C1 (stereo not given) | 16.6%
COCCN1C(=O)c2ccccc2C(C(=O)NCCc2ccc(F)cc2)C12CCCC2 (stereo not given) | i
CCCCOC(=O)c1ccc(NC(=O)Cc2coc3c(C)c(C)ccc23)cc1 | ?
Cc1ccc(NC(=O)CSc2nc3nccnc3c(=O)n2CCc2c[nH]c3ccccc23)cc1C | -13.9%
COc1ccccc1OC1(C(=O)O)CCN(Cc2cnc(NC(C)C)nc2)CC1 | -3.0%
CCOc1ccc(C(=O)NC2CCN(c3cc(-c4ccc(F)cc4)[nH]n3)CC2)cc1 | i
O=C(Nc1cccc(Cl)c1Cl)N1CCC2(CC1)SCC(=O)N2Cc1ccco1 | i
Cc1cccc(Cn2cccc2CNS(=O)(=O)c2ccc(Br)cc2)c1 | -2.0%
CCn1ccc2cc(S(=O)(=O)N3CCCN(C(=O)Nc4cccc(Cl)c4)CC3)ccc21 | ?
COc1ccc(-c2cc3ccc(O)c(CN4CCN(CCO)CC4)c3oc2=O)cc1OC | ?
CCOc1cccc(CNc2ccc(O)cc2)c1OCc1ccccc1Cl | i[5.79 µM]
CC(=O)N1CCC(C(=O)N2CCCn3cc(-c4ccccc4)nc32)CC1 | 2.5%
O=C(Nc1cccc(-c2nnc3n2CCCC3)c1)C1CCCC1 | i
CCCNC(=O)[C@@H]1Cc2cn(Cc3ccccn3)c3cccc(c23)[C@H](CC(C)C)N1 | ?
COc1ccc(/C=C(\C#N)c2nc(-c3cc4ccccc4oc3=O)cs2)cc1OC | 40.8%[activator]
COc1ccc(C(=O)N2CCOC[C@H](Oc3cccnc3)C2)cc1 | 20.0%[44.1 µM]
COc1ccc(C(=O)Nc2ccc3c(c2)CN(Cc2ccc(F)cc2)C(=O)C(C)O3)c(OC)c1 (stereo not given) | i
O=C(CCC1CCN(C(=O)c2ccccc2)CC1)NCCc1ccncc1 | 3.1%
COCC(=O)N[C@H]1C[C@@H](CO)N(Cc2scnc2C)C1 | i
CC1(C(=O)NCc2ccc3c(c2)OCO3)CCCCC(=O)N1 (stereo not given) | -15.7%
Cn1c(=O)oc2cc(S(=O)(=O)NCCC(=O)NCc3ccc(F)cc3)ccc21 | -21.9%
COc1ccc(-c2ccccc2)cc1N1C(=O)[C@@H]2C[C@H]1CN2C(=O)C(C)(C)N | -28.1%
Cc1ccc(S(=O)(=O)c2cn(CC(=O)Nc3ccc4c(c3)OCO4)c3ccc(C)cc3c2=O)cc1 | ?
CC(=O)N[C@H]1CO[C@H]2[C@@H]1OC[C@@H]2n1nnnc1Oc1cccc(N(C)C)c1 | 15.8%[44.1 µM]
CN(C)Cc1cc(C[C@@H]2C[C@H](NC(=O)Nc3ccc(F)cc3)C2(C)C)no1 | i
Cc1ccc(C(=O)N2CC3(C2)NC(=O)c2ccccc2O3)cc1 | -1.0%[44.1 µM]
CNC(=O)c1noc([C@@H]2CC(F)(F)CN2Cc2cc(C)nn2C)n1 | i
O[C@@H]1C[C@@H](c2nc(-c3ccc4c(c3)OCO4)no2)N(Cc2ccc(C(F)(F)F)cc2)C1 | -1.7%[44.1 µM]
CCc1c(C)sc(NC(=O)c2cc3nc(-c4ccc(OC)cc4)cc(C(F)(F)F)n3n2)c1C(=O)OC | i
O=C(c1ccc(Cl)cc1)N1CCC(N2CCOCC2=O)CC1 | 8.2%
CC1=C[C@@H](CNC(=O)C(C)(C)C)[C@H](C(C)C)C[C@H]1Cc1nnc(-c2ccccc2F)o1 | -0.3%[44.1 µM]
CC(=O)N1CC2(CCN(C(=O)c3ccc(C)s3)CC2)CC1C(=O)O (stereo not given) | -14.6%
O=C(COc1ccccc1[N+](=O)[O-])Nc1cccc(-c2nc3ccccc3s2)c1 | -9.9%
COC1CCC12CCN(C(=O)c1ccc(C)nc1)CC2 (stereo not given) | 23.0%
O=C(C1CCCN(S(=O)(=O)c2cccc3nsnc23)C1)N1CCN(c2ccccc2F)CC1 (stereo not given) | -14.8%
O=C(NC1CC1)[C@@H]1CN(Cc2cccnc2)C[C@H]1CO | 12.5%
CCOc1ccccc1NC(=O)NCc1ccc2c(c1)CCN2C(=O)c1ccccc1 | i
COCCN1CCNc2cc(-c3cc(Cl)ccc3OC)ncc2C1 | ?
Cc1cc2cc(CCNS(=O)(=O)c3ccc(Br)cc3)c(=O)[nH]c2cc1C | -10.6%
CCOc1ccc(NC(=O)CN2CCN(CC(=O)Nc3ccc(N(CC)CC)cc3)CC2)cc1 | ?
CCOc1ccc(NC(=O)CC2C(=O)N(c3ccc(F)cc3)C(=O)N2Cc2ccc(OC)c(OC)c2)cc1 (stereo not given) | 46.6%[activator]
Cc1ccc(NC(=O)Cn2c(=O)c(C(F)(F)F)nc3ccccc32)cc1C | i
COc1cccc(NCc2nnc3n2CCCCC3)c1 | 42.8%[activator]
O=C([C@H]1C[C@H](Oc2ccccc2)CN1C(=O)CC1CCCC1)N1CCOCC1 | 9.6%
CCCS(=O)(=O)N1CCC(C(=O)N2CCCCCCNC(=O)CC2)CC1 | -5.7%
O=C1CO[C@H](c2ccc(NC(=O)C3CCCCC3)cc2)[C@@H](CO)N1 | 14.2%[44.1 µM]
COCC1CN(C2CCC2)CC12CCN(C(=O)COc1cccc(C)c1)CC2 (stereo not given) | 5.01µM*
CC(C)(C)c1cc(CNC(=O)CC2C(=O)NCCN2CC2CCCCC2)[nH]n1 (stereo not given) | 4.0%
Cc1cccc(CN2CCCC3(CCN(Cc4cccc(O)c4)C3)C2)c1 (stereo not given) | ?
Cc1nn2c(c1-c1ccccc1C(C)C)N(C(=O)c1cccnc1)CCC2 | i
CCc1ccc2occ(CC(=O)Nc3sc4c(c3C(=O)OC)CCC4)c2c1 | ?
Cc1ccc(NC(=O)CSc2cc(=O)n(C)c3ccc(Cl)cc23)c(Br)c1 | 18.6%
COc1ccc(CN2CCc3oc(C)c(C(=O)N4CCCCCC4)c3C2)cc1 | ?
O=C(c1ccc(F)c(Cl)c1)N1CCN(c2cc(-c3ccccc3)[nH]n2)CC1 | i

The list goes on:
Molecule,Pf Dd2 growth
Cc1cccc(NC(=O)CSc2cn(CC(=O)N3CCOCC3)c3ccccc23)c1,-6.7%
CCc1ccc(CNC(=O)c2cnc(N3CCCCC3)c3ccccc23)cc1,4.7%
COCCn1c(CO)nnc1C1CC(NC(=O)c2ccc3c(c2)CCO3)C1 (stereo not given),0.6%
O=S(=O)(c1ccc2ccccc2c1)n1nc(-c2ccco2)nc1NCc1cccc(Cl)c1,21.6%
CCc1ccc(NC(=O)CSc2nc3c([nH]c4ccccc43)c(=O)n2-c2ccc(C)cc2)cc1,?
O=c1c2[nH]c3ccccc3c2nc(SCc2ccccc2F)n1-c1ccc(F)cc1,33.2%[activator]
Cn1nccc1C(=O)N1CCCC(c2nc(-c3ccccc3)no2)CCNC(=O)CC1 (stereo not given),i
O=C(NC1CCC1)C1CN(C(=O)Cn2nnc(-c3ccc(F)cc3)n2)CCO1 (stereo not given),-3.5%
O=C(NCc1ccc2c(c1)OCO2)c1ccc(N2CC3CC(C2)[C@H]2CCCC(=O)N2C3)nc1 (stereo not given in full),i
COc1ccc(-c2c(C)nn3c(N4CCC(C(=O)NCCC(C)C)CC4)cc(C)nc23)cc1OC,i
COCCN1C(=O)[C@H]2CN(Cc3ccccc3)C[C@H]2C1=O,98.7%[activator]
CCC(CC)n1c(=O)n(CCCc2cccnc2)c2cc(C(=O)O)cnc21,-9.4%
COc1ccccc1S(=O)(=O)Cc1ccc(C(=O)NCc2ccc(Cl)cc2)o1,i
CCc1ccc(-n2c(SCc3ccccc3C)nc3[nH]ncc3c2=O)cc1,?
CCOc1ccc(C2NC(=O)c3c(COC)cc(C)nc3N2Cc2ccccc2)cc1OC (stereo not given),?
O=C(NC1CCN(c2cc(-c3ccc(Cl)cc3)[nH]n2)C1)c1ccc(Br)cc1 (stereo not given),?
CCc1ccc(NC(=O)Cn2c(=O)ccc3cc(S(=O)(=O)N4CCCC4)ccc32)cc1,-22.8%
Cc1ccccc1NC(=O)CSc1nccn1C,44.0%[activator]
O=C(Nc1ccc(-c2cn3cccnc3n2)cc1)c1ccccc1F,i
CCc1cccc(OCC(=O)c2ccc3c(c2)N(CCCC(=O)NCC2CC2)C(=O)CO3)c1,i
COc1cccc(Cc2nc3ccccc3nc2SCC(=O)NCc2ccc(C)cc2)c1,-13.0%
Cc1ccc(CNC(=O)C2CCCN(Cc3nc(-c4cccc(C)c4)oc3C)C2)cc1 (stereo not given),?
COCCCNC(=O)C1CCC(Cn2c(=O)c3sccc3n(Cc3ccc(F)cc3)c2=O)CC1 (stereo not given),?
CS(=O)(=O)CC[C@H](NC(=O)C1=C[C@@H](NC(=O)Nc2ccc(F)cc2F)[C@@H](O)[C@H](O)C1)C(N)=O,-10.3%
NC(=O)C1CCN(C(=O)CC(c2ccccc2)c2cccc(Cl)c2)CC1 (stereo not given),-11.4%
COC(=O)C1=CN(CC(=O)Nc2c(C)cc(C)cc2C)S(=O)(=O)N=C1C,16.3%
Cc1ccc(CN2CCCCCCNC(=O)[C@@H]3C[C@@H](C(=O)N4CCc5ccccc5C4)C[C@@H]32)o1,?
Cc1ccc2c(CC(=O)Nc3ccc(S(=O)(=O)Nc4nc(C)cc(C)n4)cc3)coc2c1,11.4%
CCOc1ccc(CNC(=O)C2CCN(c3nnc(-n4c(C)ccc4C)s3)CC2)cc1,?
CCN1CCN(C(=O)Cn2cccc(OC)c2=O)CC1(C)C,-9.2%

A second format for part of the listing above:
> Cc1ccc(CN2CCCCCCNC(=O)[C@@H]3C[C@@H](C(=O)N4CCc5ccccc5C4)C[C@@H]32)o1
  Pf Dd2 growth: ?
> Cc1ccc2c(CC(=O)Nc3ccc(S(=O)(=O)Nc4nc(C)cc(C)n4)cc3)coc2c1
  Pf Dd2 growth: 11.4%
> CCOc1ccc(CNC(=O)C2CCN(c3nnc(-n4c(C)ccc4C)s3)CC2)cc1
  Pf Dd2 growth: ?
> CCN1CCN(C(=O)Cn2cccc(OC)c2=O)CC1(C)C
  Pf Dd2 growth: -9.2%

Next section
Molecule,Pf Dd2 growth
O=C(N[C@H]1CCN2C(=O)c3cc(/C=C/c4ccc(O)cc4)ccc3NC(=O)[C@H]12)c1cnccn1,-20.9%
CCCS(=O)(=O)N1CCC(CCOC)(NC(=O)NCC)CC1,-18.3%
CCN(CC)Cc1cnc2c(C(=O)N3CCCCC3CCO)cnn2c1 (stereo not given),-17.4%
CCOC(=O)c1c(C)oc2nc(C)nc(N3CCN(c4ccccc4F)CC3)c12,3.16µM*
CCc1ccc(N2CC(c3noc(Cc4ccccc4F)n3)CC2=O)cc1 (stereo not given),-5.9%
CCOC(=O)C1CCN(S(=O)(=O)c2cc3c4c(c2)CC(=O)N4CCC3)CC1,10µM*
Cc1nnc2n1CCC(NC(=O)CCc1c[nH]c3ccccc13)CC2 (stereo not given),35.8%[activator]
COc1cc(-c2ccno2)ccc1S(=O)(=O)N1CCN(c2cc(C)ccc2C)CC1,?
Cc1ccnc(NCCNC(=O)C2CCC(=O)N(CC3CCCCC3)C2)c1 (stereo not given),?
Cc1ncsc1CN1CC(N(CC(C)C)C2CCOCC2)C1,?
CC(C)CCN(C1CCOCC1)C1CCN(Cc2ccc[nH]2)CC1,3.16µM*
Cc1c(Cl)cccc1NC(=O)N1C[C@@H](F)C[C@H]1C(=O)N1CCCCC1,-6.2%
COCCN1CC[C@H]2CN(C(=O)Cc3ccc(OC)cc3)CC[C@H]2CC1=O,10.6%[44.1 µM]
CN1CCCCC12Cc1ccccc1CN(S(C)(=O)=O)C2 (stereo not given),-34.2%
Cc1ccsc1CN1CCC(Oc2cc(Cl)ccc2C(=O)N2CCCCC2)CC1,?
COc1ccc2nc([C@H]3CCN(CC(C)C)C3)[nH]c2c1,?
Cc1ccc(OCC(=O)Nc2ccc(S(=O)(=O)Nc3cc(C)on3)cc2)c(Br)c1,40.1%[activator]
O=C(NCCn1cccc1-c1nc(-c2ccccc2)no1)c1cccc(Cl)c1,?
COC[C@H]1C[C@@H](NC(=O)c2ccc(Cl)cc2)[C@H](O)[C@@H]1O,8.6%[44.1 µM]
Cc1ccc(CNC(=O)c2ccc3c(c2)c(C)c(C)n3Cc2ccc(Cl)cc2)o1,10µM*
CN1[C@@H](CCC(=O)Nc2ccccc2)CNC(=O)[C@@H]2[C@H]1CCN2Cc1csnn1,-9.3%[44.1 µM]
O=C(COc1ccc(Cl)cc1)NCC(c1cccs1)S(=O)(=O)c1ccc(F)cc1 (stereo not given),3.9%
